M. tuberculosis HTS: M. tuberculosis growth inhibition, HTS (AID 449762) | inhibition, % at 25 µM, or IC50 in µM where a hit was titrated | M. tuberculosis H37Rv growth inhibition, 7H9 media; higher % means a stronger effect | hit rate 0.59% among 330,000; in the data active means a potency from the dose series; inconclusive means inhibition above about 70% without an active follow-up result;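 further: bacterial growth assessed after seven days of incubation; strong numbers were not always called active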
influenza NS1A: H1N1 influenza NS1A inhibitors, functional cell based assay (AID 504329) | NS1A functional cell-based assay, percent inhibition; higher % means a stronger effect | one-dose inhibition, % at 12.5 µM; IC50 in µM for titrated hits | hit rate 0.3% among 340,000; in the data active means a potency from the dose series; inconclusive means inhibition above about 27% without an active follow-up result; further: strong numbers were not always called active
tuberculosis growth: growth inhibition of non-replicating M. tuberculosis (AID 488890); Mycobacterium tuberculosis non-replicating, growth inhibition; higher % means a stronger effect; inhibition, % at 25 µM, or IC50 in µM where a hit was titrated; hit rate 0.39% among 320,000; in the data active means a potency from the dose series; inconclusive means inhibition mostly from about 82% at the one dose, without a potency; inactive means the rest, 99 in 100 with inhibition below about 76%;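 further: plate controls were DMSO cells for no effect and high antibiotic wells for full effect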
Salmonella PhoP GFP: Inhibition of PhoP regulon, Salmonella typhi GFP reporter cells, confirmation, 4 h (AID 1850). Salmonella Typhi PhoP-promoter GFP reporter, fluorescence, 4 h; higher % means a stronger effect. one-dose inhibition, % at 50 µM; IC50 in µM for titrated hits. hit rate 0.33% among 310,000; in the data active means a potency from the dose series; inconclusive means inhibition mostly from about 25% at the one dose, without a potency; inactive means the rest, 99 in 100 with inhibition below about 19%;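 further: 0% = induced wells with vehicle and 100% = uninduced wells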
inhibitors of VEEV: inhibitors of VEEV TC-83 cytopathic effect, confirmation, Vero cells (AID 588727); Vero cells, VEEV TC-83 cytopathic effect inhibition; higher % means a stronger effect; inhibition, % at 20 µM; hits with a dose series show IC50 in µM; hit rate 0.13% among 350,000; in the data active means a potency from the dose series; inconclusive means inhibition mostly from about 14% at the one dose, without a potency; inactive means the rest, 99 in 100 with inhibition below about 12%; further: strong numbers were not always called active
inhibitors of VEEV 10K pilot screen: further read-out of inhibitors of VEEV, marked with its call; inhibition, %; measured here: 10K pilot screen inhibition
* hit, by the source's call; i = inactive; ? = inconclusive; · = not tested or not shown. Rows were taken by chance; 1.4% or so of the library scored in one or more.

SMILES | M. tuberculosis HTS | influenza NS1A | tuberculosis growth | Salmonella PhoP GFP | inhibitors of VEEV | others
O=C(CCc1nc2ccccc2c(=O)[nH]1)Nc1nnc(SCc2ccc(Cl)cc2)s1 | -1% | -3% | 9% | -5% | 0.7%
Cc1ccccc1NC(=O)CNC(=O)Cc1cccc2ccccc12 | 6% | -5% | -5% | 1% | 6.5%
CCc1ccc(OCCCC(=O)Nc2nccs2)cc1 | 6% | 9% | 91% | -3% | 0.1%
CC(=O)Nc1ccc(NC(=O)c2ccccc2Nc2ccccc2)cc1 | 6% | 0% | -4% | 2% | 2.6%
CN1C(=O)C(=Cc2ccc(N3CCCCC3)o2)C(=O)N(C)C1=S | 7% | 12% | 5% | -11% | 1.4%
CSCCC(=O)N1CC[C@@H](N2CCN(c3ccccc3F)CC2)[C@H](O)C1 | -4% | -4% | -2% | -6% | 0.4%
CC(=O)Nc1ccc(S(=O)(=O)N(CCO)Cc2ccccc2)cc1 | -7% | -1% | -9% | -3% | 3.0%
COc1ccc(Br)cc1/C=N/NC(=O)C[n+]1ccccc1 | 5% | -3% | -6% | 4% | 1.1%
CN(c1ccccc1)S(=O)(=O)c1ccc(C(=O)NCc2ccccn2)cc1 | -6% | -10% | 1% | 4% | 0.8%
CC(=O)Nc1ccc(NC(=O)CSc2ccc(-c3ccc4c(c3)OCO4)nn2)cc1 | -3% | 25% | -1% | -3% | i
Cc1nc(NCc2ccccc2)c(C(N)=O)c2c1COC(C)(C)C2 | 6% | -2% | 8% | -11% | 0.6%
CSc1ccc(Cl)c(C(=O)Nc2ccc(N3CCOCC3)cc2)c1 | 5% | 4% | -3% | 3% | 3.1%
CC(C)(CSc1ccccn1)NS(=O)(=O)c1ccc(Cl)cc1 | -24% | -5% | 27% | -8% | i
CC(C)C(=O)Nc1ccc(-c2nc3ccccc3c(=O)o2)cc1 | ? | -8% | ? | 2% | 0.7%
COc1ccc(C(CC(=O)Nc2ccc(F)cc2)c2ccccc2)cc1 (configuration not stated) | 7% | 5% | 8% | 1% | 6.7%
Cc1csc(NC(=O)CSC2=NCCS2)n1 | -13% | 25% | -2% | -9% | 2.3%
CCCn1c(CC)nc([N+](=O)[O-])c1Sc1ccc(F)cc1 | 3% | -1% | 3% | 0% | i
Cc1ccc(NCc2nnc(SCC(=O)N(Cc3ccccc3)C(C)(C)C)o2)c(C)c1 | 0% | 4% | 28% | 12% | i
CCOc1ccc(Cc2c(O)[nH]c(=O)[nH]c2=O)cc1 | 1% | -1% | -20% | -14% | 1.6%
CC1CC(=O)N(c2ccc(Br)cc2)C(=O)C1 | 4% | -2% | -4% | 1% | 2.8%
COc1cc2c(cc1OC)C(C)N(C(=O)c1cc3c(s1)-c1ccccc1OC3)CC2 (configuration not stated) | -4% | 3% | 17% | 4% | 8.3%
CCCNc1c(NS(=O)(=O)c2ccc(Br)cc2)c(=O)oc2ccccc12 | 13% | -7% | 2% | -8% | 5.9%
Cc1cc(C)cc(N2CC(C(=O)NC3CCCCC3)CC2=O)c1 (configuration not stated) | 8% | 3% | 3% | -5% | 0.8%
CSc1nc2nc(C)c(CCC(=O)OCC(=O)Nc3ccc(F)cc3)c(C)n2n1 | · | -4% | · | · | 8.4%
CC(=O)Nc1nnc(SCC(=O)NCC2CCCO2)s1 (configuration not stated) | -1% | -8% | 6% | 1% | 0.3%
COc1ccc(S(=O)(=O)N2CCOCC2)cc1NC(=O)CSc1nnc(C2CC2)n1C1CC1 | -3% | -11% | -14% | · | 2.3%
COC(=O)[C@]1(C)N[C@H](CN(C)S(=O)(=O)c2ccccc2)[C@@H]2C(=O)N(C)C(=O)[C@@H]21 | 1% | -12% | -4% | · | 0.2%
O=C(Nc1ccccc1)Nc1ccc(-n2ccc(C(F)(F)F)n2)cc1 | 8% | -14% | 14% | 1% | 6.6%
CC(=O)c1ccc(OCCCC(=O)Nc2cc(S(=O)(=O)N(C)C)ccc2C)cc1 | -3% | 23% | 5% | -5% | 0.8%
O=S(=O)(c1ccc(Cl)cc1)c1cnc2ccccc2n1 | ? | -6% | 60% | -11% | 3.8%

Of the compounds above, 7 contain four or more nitrogen atoms.
SMILES | M. tuberculosis HTS | influenza NS1A | tuberculosis growth | Salmonella PhoP GFP | inhibitors of VEEV | others
O=C(CCc1nc2ccccc2c(=O)[nH]1)Nc1nnc(SCc2ccc(Cl)cc2)s1 | -1% | -3% | 9% | -5% | 0.7%
CC(=O)Nc1ccc(NC(=O)CSc2ccc(-c3ccc4c(c3)OCO4)nn2)cc1 | -3% | 25% | -1% | -3% | i
Cc1ccc(NCc2nnc(SCC(=O)N(Cc3ccccc3)C(C)(C)C)o2)c(C)c1 | 0% | 4% | 28% | 12% | i
CSc1nc2nc(C)c(CCC(=O)OCC(=O)Nc3ccc(F)cc3)c(C)n2n1 | · | -4% | · | · | 8.4%
CC(=O)Nc1nnc(SCC(=O)NCC2CCCO2)s1 (configuration not stated) | -1% | -8% | 6% | 1% | 0.3%
COc1ccc(S(=O)(=O)N2CCOCC2)cc1NC(=O)CSc1nnc(C2CC2)n1C1CC1 | -3% | -11% | -14% | · | 2.3%
O=C(Nc1ccccc1)Nc1ccc(-n2ccc(C(F)(F)F)n2)cc1 | 8% | -14% | 14% | 1% | 6.6%

More entries
SMILES | M. tuberculosis HTS | influenza NS1A | tuberculosis growth | Salmonella PhoP GFP | inhibitors of VEEV | others
Cc1cccc([C@@H]2C[C@H]3CN(Cc4cccc(Cl)c4)C(=O)[C@]34CCCN24)n1 | 6% | -1% | 16% | -5% | 0.8%
Cc1nc(-c2ccc(C(=O)Nc3ccccc3F)cc2)cs1 | 1% | 5% | 73% | -7% | i
CCCCCC(=O)N1CC2(CC(c3cccc(NC(=O)c4ccccc4)c3)=NO2)C[C@@H]1C(N)=O (some centres not stated) | -3% | 3% | 14% | 6% | 7.5%
CCOC(=O)c1cnn(-c2ccccc2)c1N | -7% | 7% | -4% | -9% | 1.1%
Cc1nc(SCC(=O)NC(C)c2ccccc2)c2oc3ccccc3c2n1 (configuration not stated) | 1% | -3% | 8% | 4% | 6.6%
CCN1CCN(CCNC(=O)c2ccc(CS(=O)c3ccc(Cl)cc3)o2)CC1 (configuration not stated) | 0% | -7% | -13% | -4% | 2.4%
CC(=O)c1ccc(N2CCN(C(=S)Nc3ccccc3F)CC2)cc1 | 4% | -11% | 46% | -6% | 1.8%
CN(C(=O)c1cccc(NC(=O)Cc2cccc(NC(=O)C3CCCN(C(=O)C4CC4)C3)c2)c1)C1CCC1 (configuration not stated) | · | -21% | · | · | 0.0%
Cc1ccccc1NC(=O)CSc1nnc(CNC(=O)c2ccco2)n1C | -3% | -7% | 3% | -7% | 1.7%
CCN(CC)c1ccc(C(=S)N2CCN(c3ccccc3)CC2)cc1 | 4% | >100µM* | 21% | 0% | i
O=C(COC(=O)c1ccc(Cl)c(S(=O)(=O)NCc2ccccc2)c1)NC1CC1 | 1% | -8% | 0% | · | 0.6%
CCCCNC(=O)C1CC(=O)N(C2CCCC2)C1 (configuration not stated) | 2% | 18% | -11% | 6% | 0.6%
COc1ccc(CN2CCC(=O)N([C@H](CO)c3ccccc3)CC2)cc1OC | -1% | -76% | -1% | -49% | 0.6%
O=C(CCc1ccccc1)Nc1ccccc1C(F)(F)F | -11% | -11% | 76% | -7% | 1.5%
CC(Oc1ccc(F)cc1)C(=O)Nc1ccc2ccccc2c1 (configuration not stated) | 53% | 2% | 42% | -5% | 55% | inhibitors of VEEV 10K pilot screen=43
Cc1onc(-c2ccccc2)c1C(=O)NC(C)c1ccc2c(c1)OCO2 (configuration not stated) | 3% | -7% | 15% | -5% | 3.2%
O=C(CNC(=O)N1CC(=O)Nc2ccccc21)NCc1cccc(Cl)c1 | 0% | 8% | 22% | -4% | 0.2%
O=C1CC(N(CCc2ccccc2)C(=S)Nc2ccccc2)C(=O)N1c1ccccc1 (configuration not stated) | 0% | -2% | -12% | -2% | i
COc1ccc(-c2cc(-c3ccc(F)cc3)nc(N3CCN(C)CC3)n2)cc1 | ? | 0% | 52% | -14% | 26%
CN(C(=O)C1CCCC1)C1CCS(=O)(=O)C1 (configuration not stated) | -5% | 1% | -10% | 9% | 0.7%
Cc1cccc(C(=O)NCC(=O)N2CC(=O)Nc3ccccc32)c1 | -3% | -15% | -4% | 0% | 1.8%
C=CCN=C1S/C(=C/c2cccc([N+](=O)[O-])c2)C(=O)N1CC=C | 1% | 6% | 28% | 3% | 5.8%
COc1ccc(NC(=O)N2CCCc3ccccc32)cc1 | -2% | -7% | 14% | 9% | i
C/C(=C\c1ccc(C(=O)O)cc1)c1ccc2c(c1)C(C)(C)CCC2(C)C | ? | -1% | 75% | -6% | 4.2%
O=C(Nc1ccncc1)Nc1cccc(Cl)c1 | 1% | -2% | 7% | -2% | 5.3%
Cc1ccc(CSc2nc3ccccc3c(=O)n2C)cc1 | 6% | -6% | 61% | 8% | 0.0%
Cc1ccsc1CNC1CCCCC1 | -10% | 0% | 16% | -10% | 0.9%
O=C(Nc1ncn[nH]1)c1ccc(S(=O)(=O)N2CCOCC2)cc1 | -2% | -7% | -2% | -15% | 0.4%
CSc1ccccc1C(=O)NCc1ccccc1 | 4% | 1% | -17% | 10% | i
CCOc1ccc(N=C2SCCCN2C(=O)c2c(CC)noc2C)cc1 | 12% | -7% | 33% | -3% | 5.9%
COc1ccc(NC(=O)N(C)C[C@H]2Oc3ccc(NS(=O)(=O)c4cn(C)cn4)cc3C(=O)N([C@H](C)CO)C[C@@H]2C)cc1 | · | -1% | · | · | 0.1%
Cc1ccccc1OCCCCCNCCO | · | 0% | · | · | 0.6%
O=C(CN(Cc1ccccc1Cl)C(=O)Cn1nnc(-c2cccs2)n1)NCC1CCCO1 (configuration not stated) | -5% | 8% | 6% | 1% | i
COc1cc2oc(=O)cc(-c3ccc(-c4ccc(O)cc4)cc3)c2c(OC)c1OC | · | 2% | · | · | 5.7%
COc1ccc(C(=O)OCC(N)=O)cc1[N+](=O)[O-] | 0% | -3% | -13% | -5% | 0.0%
COc1cc(C2NC(=O)NC(O)(C(F)(F)F)C2C(=O)c2ccc(Cl)cc2)ccc1O (configuration not stated) | 2% | -12% | ? | -11% | 4.6%
COc1cc(C(=O)Nc2ccccc2C2COC(=O)C2=N)cc(OC)c1OC (configuration not stated) | -4% | 3% | 0% | -17% | 2.8%
Cn1c(Cn2cnc([N+](=O)[O-])n2)nnc1SCC(=O)Nc1ccccc1 | -5% | 4% | 16% | -3% | 0.4%
CNC(=S)N(CCN(C)C)Cc1cc2cc3c(cc2[nH]c1=O)OCO3 | -5% | -7% | -8% | 0% | 0.3%
O=C(c1cc2sccc2n1Cc1ccc(F)cc1)N1CCCc2ccccc21 | 4% | -6% | 31% | 10% | 3.2%
N#C/C(=N\Nc1cccc(C(F)(F)F)c1)C(=O)c1csc(-c2cccnc2)n1 | 5% | 15% | 54% | 6% | 9.0%
CCOc1ccc2c(c1)C(C)=CC(C)(C)N2S(=O)(=O)c1ccc(NC(C)=O)cc1 | -3% | 5% | 45% | -11% | i
CCn1cc(CCCC(=O)NCc2ccccc2OC)c2ccccc21 | 3% | 1% | 10% | 12% | 1.0%
CCOC(=O)[C@H]1[C@H]2COc3ccc(OC)cc3[C@@H]2N2C(=O)CN(Cc3ccc(Cl)cc3)C(=O)[C@@]12C | 2% | 3% | 13% | · | 3.8%
CCOC(=O)c1cc(-c2ccc(C)cc2)n(CCC(=O)NCCN(C)C)c1C | · | 8% | · | 4% | i | inhibitors of VEEV 10K pilot screen=0.0
O=C(c1ccccc1NS(=O)(=O)c1ccc(F)cc1)N1CCCC1 | -3% | -11% | -1% | 7% | 3.6%
COc1ccc(NC(=O)C2=NN(C3CCS(=O)(=O)C3)C(=O)CC2)cc1S(N)(=O)=O (configuration not stated) | 4% | -17% | -9% | · | 1.5%
COc1ccc(C(C)C)cc1S(=O)(=O)N1CCC(C(=O)NCC2CCCO2)CC1 (configuration not stated) | 4% | -9% | 5% | -1% | 0.7%
Cc1cc2occ(CC(=O)NC3CCCc4ccccc43)c2cc1C (configuration not stated) | 10% | 2% | 11% | -2% | 1.4%
COc1cccc(C2CC(=O)N3CN(c4ccccc4F)CSC3=C2C#N)c1 (configuration not stated) | -3% | 24% | 24% | 7% | 1.0%
FC(F)(F)c1cc(C(F)(F)F)n2nc(-c3sccc3-n3cccc3)cc2n1 | -16% | 5% | 6% | 12% | 3.0%
COCCN1C=C(C(=O)OC)C(c2ccccc2C(F)(F)F)C(C(=O)OC)=C1 | 39% | -5% | 62% | 7% | 6.1%
NNC(=O)c1ccc(Cn2cc(Br)cn2)o1 | -6% | -1% | 10% | 4% | 1.4%
